UTI89 phage lysis – inhibition of K1F phage lysis, E. coli UTI89, bacterial capsule biogenesis inhibitors, alamar blue (AID 488966) | E. coli UTI89 K1F phage lysis, alamar blue, 2 h; higher % means a stronger effect | 0.02% of 340,000 active | one-dose inhibition, % at 100 µM; IC50 in µM for titrated hits;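 active = phage lysis inhibition, versus mean bacterial control, above a set limit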;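 note: capsule biogenesis inhibitors block K1F phage lysis so surviving cells raise fluorescence; higher fluorescence means more inhibition of phage lysis; actives were called in the ten point dose series up to 300 µM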
RSV CPE inhibition – RSV antiviral activity via CPE protection, HEp-2 cells, primary 10 µM value included (AID 2391) | HEp-2 cells, RSV-induced CPE inhibition; higher % means a stronger effect | CPE inhibition, % at 10 µM; hits with a dose series show IC50 in µM | 0.13% of 310,000 active; in the data active = a potency from the dose series; note: strong numbers were not always called active
T cell modulator – modulators of CD8 T cell-vesicle binding, primary screen, mouse 2C CD8+ T cells, flow cytometry; 2C CD8+ T cell-vesicle binding; hits give low values; calls only at 7 µM; AID 2052, 2009; 0.068% of 330,000 active;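 active = response, share of CD8 T cells binding vesicles, and their 90th percentile fluorescence all below set limits, cut at about 80% in these data, passing the limit was not always enough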
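material = purified 2C TCR transgenic mouse naive CD8+ T cells | controls = Unloaded micro-vesicles (low), QL9 vesicles with 0.7% DMSO (high) | detection = cytometric PE anti-B7-1 and Alexa647 anti-CD8 signals after 1% paraformaldehyde fixation | incubation = binding step 1.5 h, 37 °C, antibody labelling 20 min, ice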
West Nile antiviral – West Nile virus antiviral activity, cell-based, CPE readout (AID 1621); West Nile virus-infected cells, CPE inhibition; higher % means a stronger effect; one-dose CPE inhibition, % at 10 µM; IC50 in µM for titrated hits; 0.02% of 290,000 active; in the data active = a potency from the dose series; note: strong numbers were not always called active
T cell modulator vesicle-bound % – recorded beside T cell modulator, whose call it bears; double positive events, %; measured here: CD8+ vesicle-bound cell fraction;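 binding gate set so that unloaded-vesicle control wells show 10% double positive cells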
An asterisk follows results filed as active; i = inactive; x = no result given; [ ] = dose if it differs, or a comment.

Values run as follows: West Nile antiviral, RSV CPE inhibition, T cell modulator vesicle-bound %, UTI89 phage lysis, T cell modulator
CCc1ccc(-c2cc(C)no2)cc1S(=O)(=O)Nc1cc(C)ccn1
  0.1%, x, 27.4, 0.0%, i
COc1ccc(OC)c(CCNC(=O)C(C)n2nc(C)c3c(C)n(-c4ccccc4)nc3c2=O)c1 (stereo not given)
  0.2%, x, 18.5, -0.5%, i
Cc1ccc(O)c(C(=O)CC(=O)c2ccc(Cl)cc2)c1
  -2.0%, 14.2%, x, 0.3%, x
O=C1NC(=O)N(Cc2ccccc2F)C1=O
  0.1%, 2.5%, x, 0.3%, x
CCOc1ccc(NC(=O)N2CC(C)OC(C)C2)cc1 (stereo not given)
  0.0%, 0.7%, x, 1.8%[50 µM], x
Cc1ccc(NC(=O)c2ccc(F)cc2F)cc1
  0.7%, 0.0%, x, 0.6%, x
Cc1nnc(SCc2ccccc2)nc1-c1ccccc1
  -0.1%, 5.2%, x, 1.8%, x
CC1(C)c2[nH]c3ccccc3c2C[C@@H]2C(=O)N(Cc3ccccc3)C(=O)N21
  0.3%, 0.8%, x, 1.0%, x
Cc1ccc(NC(=O)c2cc3ccccc3oc2=N)cc1
  -0.4%, 0.2%, x, 0.1%, x
O=C(/C=C/c1cccs1)NCc1ccc2c(c1)OCO2
  0.0%, 3.9%, x, 0.0%, x
CCOC(=O)C[C@H]1c2ccccc2S(=O)(=O)N1Cc1cccc(C(F)(F)F)c1
  -0.9%, -0.2%, x, -1.3%, x
O=C(CSCc1ccccc1)NNc1c(F)c(F)cc(F)c1F
  0.3%, -0.7%, x, 0.3%, x
CC(C)(C)OC(=O)N1CCN(C(=O)OCC2c3ccccc3-c3ccccc32)CC1C(=O)O (stereo not given)
  -0.3%, 0.4%, x, -0.4%, x
CCO[C@@H]1OC(C(=O)O)=C[C@H](c2cn(C(C)=O)c3ccccc23)[C@H]1CCCO
  -0.1%, 0.8%, x, 1.4%, x
Cc1[nH]n(-c2ccccc2)c(=O)c1N=Nc1ccc(C(=O)O)cc1
  0.2%, 8.2%, x, 0.0%, x
CC(=O)NCCc1nc2ccccc2n1CCCCOc1ccccc1
  -1.2%, 0.0%, x, 1.8%[50 µM], x
CCO[C@@H]1OC(C(=O)N2CCOCC2)=C[C@H](C(C)(C)C)[C@H]1CCCO
  0.1%, -0.3%, x, 0.6%, x
CCc1ccc(NC(=S)N(CCOC)C2CCN(C(C)=O)CC2)cc1
  -0.2%, 2.6%, x, 0.1%, x
COc1cccc(C2=CC(=O)CCC2)c1OC
  1.4%, 1.3%, x, -0.2%, x
CCC(CC)C(=O)Nc1ccc(-c2cn3cccnc3n2)cc1
  -0.1%, -1.1%, x, 0.2%, x
COc1cc(-c2ccc3oc(-c4ccsc4)c(C#CC4(O)CCCCC4)c3c2)cc(OC)c1OC
  2.3%, -0.1%, x, 0.2%, x
CC(=O)Nc1ccc(OCC(O)Cn2cncn2)cc1 (stereo not given)
  1.0%, 2.1%, x, 0.3%, x
CCOC(=O)CSc1ccc(C(=O)NCCCN2CCOCC2)cc1[N+](=O)[O-]
  0.2%, -0.9%, x, 0.4%, x
COc1ccc(OC)c(CCNC(=O)CN2C(=O)CCSc3ccccc32)c1
  -1.0%, -3.2%, x, 0.4%, x
CC1(c2nnc(-c3cccc(Cl)c3)o2)CC(c2ccc(Br)cc2)=NO1 (stereo not given)
  -0.7%, 2.0%, x, 0.3%, x
CCCCN(C)Cc1c(C)[nH]c2c(ccc3ccccc32)c1=O
  0.1%, 0.2%, x, 0.0%, x
CC1=C(C(=O)OCc2ccccc2)C(c2ccc(Br)cc2)NC(=O)N1CCCCCC(=O)O (stereo not given)
  -0.7%, 0.4%, x, 0.4%, x
CCOc1ccc(NC(=O)c2c(N)n(C)c(=O)[nH]c2=O)cc1
  -0.2%, 0.5%, x, 1.4%, x
CCOCCCNC(=O)c1ccc2c(c1)ncn2-c1ccc(C)cc1C
  -0.4%, 0.9%, x, 0.2%, x
Cc1cccc(C(=O)Nc2cc(Cl)ccc2-n2cncn2)c1[N+](=O)[O-]
  x, -1.1%, 35.7, 1.0%[50 µM], i
O=C(COc1coc(CN2CCc3ccccc3C2)cc1=O)Nc1cccc(Cl)c1
  x, 1.5%, 3.6, 0.8%[50 µM], i
C1=C[C@@H]2CCN(Cc3ccccc3)Cc3cccc(c32)C1
  x, 1.4%, 5.8, -0.4%, i
CN(C(=O)c1cccc(S(=O)(=O)N2CCCC2)c1)C1CCCCC1
  x, -0.9%, 31.4, -0.2%[50 µM], i
O=C(NCC(c1ccco1)N1CCN(c2ccccc2)CC1)C(=O)NC1CCCCC1 (stereo not given)
  x, 1.1%, 49.4, 1.8%[50 µM], i
COc1ccc(C(=O)COC(=O)/C=C/c2ccccc2)c(OC)c1
  x, 0.2%, 16.5, 0.5%[50 µM], i
CC[C@H](C)[C@@H](C(=O)NCCCCCCCCCCC(=O)N1CCN(C(=O)OC(C)(C)C)CC1)n1cc(CCCCCNC(=O)OC(C)(C)C)nn1
  x, -0.9%, 27.9, 1.0%, i
O=C(c1cc2ccccc2o1)N(Cc1nnc(-c2ccccc2Cl)o1)C1CC1
  x, 50.2%, 28.4, -0.2%[50 µM], i
O=S(=O)(Nc1ccccc1OC(F)F)c1ccc(S(=O)(=O)N2CCCC2)cc1
  x, 1.7%, 56.5, -0.1%[50 µM], i
CCOC(=O)[C@H]1[C@H]2COc3ccccc3[C@@H]2N2C(=O)CNC(=O)[C@@]12C
  x, -0.2%, 46.2, 0.1%, i
O=C(NCCC(=O)N1CCN(c2ccccc2F)CC1)c1ccco1
  x, -1.3%, 34.6, 0.9%[50 µM], i
O=C(Nc1cc(S(=O)(=O)N2CCOCC2)ccc1N1CCOCC1)c1cccs1
  x, -0.1%, 34.6, 0.8%[50 µM], i
COc1ccc2c(c1)OC[C@H]1[C@H]2N2C(=O)[C@H](C)NC(=O)[C@@]2(C)[C@H]1c1ccccc1
  x, 1.6%, 48.9, 0.7%, i
CSCCC(NC(=O)c1ccc(Cl)c([N+](=O)[O-])c1)C(=O)N1CCN(C/C=C/c2ccccc2)CC1 (stereo not given)
  x, -0.1%, 46.8, -0.3%[50 µM], i
CCOC(=O)C1=C(COC(=O)CCOc2ccc(OCC)cc2)NC(=O)NC1C (stereo not given)
  x, 0.8%, 42.0, -0.2%[50 µM], i
COCCn1c(SC(C)C(=O)NCC2CCCO2)nc2sc3c(c2c1=O)CCC3 (stereo not given)
  x, 1.2%, 38.3, 1.2%[50 µM], i
COc1ccc(C(=O)Nc2ccccc2N2CCOCC2)cc1S(=O)(=O)N1CCCC1
  x, 1.3%, 17.8, 0.2%[50 µM], i
O=C(CSc1nnc(Nc2ccccc2)s1)NCC1CCCO1 (stereo not given)
  x, 0.7%, 38.4, 0.8%[50 µM], i
O=C(NNC(=O)c1cc(Br)c(Br)s1)c1csc(N2CCOCC2)n1
  x, 0.8%, 43.8, 1.4%[50 µM], i
CC(C)(C)C(C(=O)n1cccc1C#N)c1ccccc1 (stereo not given)
  x, 2.3%, 24.7, 0.4%, i
O=C(NCCCN1CCOCC1)c1cccc(NS(=O)(=O)c2ccc(Br)cc2)c1
  x, -1.1%, 34.1, 0.5%[50 µM], i

Grouped by structure, the compounds so far with a nitro group on carbon (3)
Values run as follows: West Nile antiviral, RSV CPE inhibition, T cell modulator vesicle-bound %, UTI89 phage lysis, T cell modulator
CCOC(=O)CSc1ccc(C(=O)NCCCN2CCOCC2)cc1[N+](=O)[O-]
  0.2%, -0.9%, x, 0.4%, x
Cc1cccc(C(=O)Nc2cc(Cl)ccc2-n2cncn2)c1[N+](=O)[O-]
  x, -1.1%, 35.7, 1.0%[50 µM], i
CSCCC(NC(=O)c1ccc(Cl)c([N+](=O)[O-])c1)C(=O)N1CCN(C/C=C/c2ccccc2)CC1 (stereo not given)
  x, -0.1%, 46.8, -0.3%[50 µM], i

More compounds follow.
Values run as follows: West Nile antiviral, RSV CPE inhibition, T cell modulator vesicle-bound %, UTI89 phage lysis, T cell modulator
CNC(=O)c1c(NC(=O)c2ccco2)sc(C)c1C
  x, -0.4%, 56.1, 0.6%[50 µM], i
Cc1ccc(CC(=O)OC(C)C(=O)NC2CCCCC2C)cc1C (stereo not given)
  x, 1.5%, 43.7, 0.3%[50 µM], i
COc1ccccc1NC(=O)C(=O)NCCCN1CCCC1=O
  x, -1.9%, 40.5, 1.1%[50 µM], i
CCCCCc1nnc(NC(=O)c2cccc(S(=O)(=O)N3CCOCC3)c2)s1
  x, 4.6%, 21.3, 0.5%[50 µM], i
COc1ccc(OC)c(CN2CCN(C(=O)CCNC(=O)c3ccc(Br)cc3)CC2)c1
  x, -0.1%, 47.3, 0.3%[50 µM], i
O=C(COc1ccccc1)Nc1cccc(-c2ccc(N3CCOCC3)nn2)c1
  x, -0.4%, 39.7, 0.9%[50 µM], i
CCc1ccc(/C(C)=N/NC(=O)C(O)c2ccccc2)s1 (stereo not given)
  x, 0.1%, 22.5, 1.1%, i
COc1cc2ccccc2cc1C(=O)N1CCOCC1
  x, 0.4%, 39.1, 0.5%[50 µM], i
CCCCn1c(N)c(N(CCOC)C(=O)c2ccc(C)c(S(=O)(=O)N3CCCCC3)c2)c(=O)[nH]c1=O
  x, 0.0%, 58.9, 0.7%[50 µM], i
CN(CC1COc2ccccc2O1)C(=O)c1ccc(Cl)c(S(=O)(=O)N2CCCCCC2)c1 (stereo not given)
  x, 2.7%, 42.1, 0.5%[50 µM], i
COc1ccc(-c2csc(NC(=O)C3CSC4(C)CCC(=O)N34)n2)cc1 (stereo not given)
  x, 1.0%, 23.0, 0.9%[50 µM], i
O=C(COC(=O)CNS(=O)(=O)c1ccc(Br)cc1Cl)Nc1ccc(N2CCOCC2)cc1
  x, -1.5%, 35.4, -0.6%, i
O=C1CCCN1C(=O)COc1ccccc1[N+](=O)[O-]
  x, 0.7%, 58.4, 0.8%[50 µM], i
O=C(Nc1cc(Cl)ccc1-n1cncn1)c1cncc(Br)c1
  x, -2.0%, 50.0, 0.1%[50 µM], i
COc1ccc(Cc2nnc(SCC(=O)Nc3cc(Cl)ccc3C)[nH]c2=O)cc1
  x, 1.9%, 43.0, 1.1%[50 µM], i
O=C(NCCC(=O)N(CCc1ccccc1)Cc1ccccc1)c1ccccc1Cl
  x, 4.2%, 22.1, -1.2%[50 µM], i
COc1ccc([C@H]2CC(=O)C=C(c3c(OC)cccc3OC)C2)cc1
  x, 4.0%, 34.4, -0.6%, i
O=C(CCNS(=O)(=O)c1ccccc1C(F)(F)F)N1CCN(c2ccccc2O)CC1
  x, -0.8%, 31.4, 1.0%[50 µM], i
O=C(Nc1ncccc1O)c1ccc(Cl)c(S(=O)(=O)N2CCCCCC2)c1
  x, 1.2%, 31.8, 0.9%[50 µM], i
CCC1(c2ccccc2)NC(=O)N(CC(=O)Nc2ccccc2N2CCCC2)C1=O (stereo not given)
  x, -0.5%, 40.7, -0.4%[50 µM], i
COc1ccc(/C=C/C(=O)OCC(=O)Nc2ccc3[nH]c(=O)[nH]c3c2)cc1OC
  x, -2.3%, 29.3, 0.7%[50 µM], i
CS(=O)(=O)c1ccccc1C(=O)N(CCC1=CCCCC1)c1c(N)n(Cc2ccccc2)c(=O)[nH]c1=O
  x, -1.0%, 9.5, -0.1%[50 µM], i
CCOc1ccc(-n2ccnc(SCC(=O)NCCc3ccccc3)c2=O)cc1
  x, 0.5%, 49.7, 1.4%[50 µM], i
CC[C@]1(c2ccccc2C)ON(c2ccccc2C(F)(F)F)C1=O
  x, 1.3%, 39.6, 1.1%, i
Cc1ccccc1NS(=O)(=O)c1ccc(C(=O)N2CC(C)OC(C)C2)cc1 (stereo not given)
  x, -0.4%, 24.1, 0.7%[50 µM], i
Cc1ccc(C)c(S(=O)(=O)N2CCN(C(=O)Cc3ccc(S(=O)(=O)N4CCOCC4)s3)CC2)c1
  x, 0.5%, 56.6, 0.1%[50 µM], i
CCOc1ccc(NC(=O)CN(C)C(=O)c2cc(-c3cccs3)nn2-c2ccccc2)cc1OCC
  x, 3.8%, 38.5, 1.4%[50 µM], i
CCOC(=O)C1CCN(C(=O)c2ccc(OCC(=O)N3CCOCC3)c(OC)c2)CC1
  x, 0.0%, 55.2, 1.0%[50 µM], i
COc1ccc(C(CNC(=O)c2cccc(S(=O)(=O)N3CCCC(C)C3)c2)N(C)C)cc1 (stereo not given)
  x, 0.1%, 37.2, 0.5%[50 µM], i
Cc1c(NC(=O)C(C)OC(=O)Cc2ccc(F)cc2)c(=O)n(-c2ccccc2)n1C (stereo not given)
  x, -0.6%, 47.5, 2.8%[50 µM], i
Cc1ccc(S(=O)(=O)NCCC(=O)NCc2ccccn2)cc1
  x, -1.9%, 44.7, -0.2%[50 µM], i
COc1cc2cc(C[C@H](C)O)oc(=O)c2cc1OC
  x, -0.3%, 26.2, 0.3%, i

Only part of the results is shown; count on the stated rates, not on these rows.
